TRPML3 agonist: human TRPML3 channel agonists, primary screen, cell-based, HEK293 TRPML3-YFP, Fluo-8 calcium fluorescence, 3 µM; 100% = the carbachol control signal; activation, % at 3 µM; 220,000 tested, 0.29% active;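 active = activation above its plate's cutoff, the mean activation of the plate's test wells plus 3 SD, cut at about 12% in these data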;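 note: 0% = DMSO only wells and 100% = carbachol wells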
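system = HEK293 cells stably carrying human TRPML3-YFP | doses = one concentration, 3 µM nominal, 0.3% DMSO | timing = dye loading 1 h 37 °C then 30 min ambient, 125 s read | detection = Fluo-8 calcium dye fluorescence, ex 470-495, em 515-575 nm | benchmarks = high control carbachol 87 µM, low control DMSO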
TRPN1 ag: zebrafish TRPN1 channel agonists, primary screen, cell-based, HEK293, calcium fluorescence. 220,000 tested, 0.18% active. HEK293 zebrafish TRPN1-YFP, Fluo-8 calcium fluorescence; 100% = response to 87 µM carbachol. activation, % at 3 µM;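 active = activation above its plate's cutoff, the mean activation of test wells on that plate plus 3 SD, cut at about 19% in these data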;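 note: 0% = DMSO alone and 100% = 87 µM carbachol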
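Material: zebrafish TRPN1-YFP in HEK293 cells; Doses: single test compound dose, 3 µM nominal, 0.3% DMSO; Timing: dye loading 1 h at 37 °C, then 30 min room temperature; Technique: intracellular calcium fluorescence with Fluo-8; Benchmarks: high carbachol 87 µM, low DMSO alone.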
Ba/F3 V617F tox: reduced viability of JAK2V617F-dependent Ba/F3 cells, primary screen, JAK2V617F inhibitor project, cell-based, Ba/F3 EpoR-JAK2V617F, luminescence; ATP luminescence; inhibition, % at 5.6 µM; 220,000 tested, 1.1% active; AID 1446, 2008;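 active = inhibition above the campaign mean plus 3 SD over all tested compounds, cut at about 24% in these data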;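 note: cytokine-independent growth of Ba/F3 cells driven by EpoR plus mutant JAK2; 0% = DMSO-treated cells and 100% = JAK inhibitor I control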
CHOP inhibitor: inhibitors of CHOP promoter induction, primary screen, cell-based, unfolded protein response, luciferase reporter. CHO-K1 CHOP-promoter luciferase, tunicamycin-induced, 15-18 h. inhibition, % at 10 µM. 220,000 tested, 3.8% active. AID 2732, 2010;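 active = compounds that reduced the stress-induced luciferase reporter signal by more than about 70% of percent inhibition, limit read from the data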;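 note: 0% = tunicamycin plus vehicle and 100% = wells without tunicamycin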
RBBP9 inhibitor: human RBBP9 inhibitors, primary screen, biochemical, fluorescence polarization, FP-Rh probe, HTS | Serine hydrolase RBBP9 (Homo sapiens), O75884 | recombinant RBBP9 | inhibition, % at 7.94 µM | 220,000 tested, 0.2% active;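 active = inhibition above the campaign mean of all tested compounds plus 3 SD, cut at about 14% in these data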;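 note: plate controls were DMSO wells with RBBP9 for no effect and wells lacking RBBP9 protein for full effect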
Target sequence (O75884 whole entry, looked up): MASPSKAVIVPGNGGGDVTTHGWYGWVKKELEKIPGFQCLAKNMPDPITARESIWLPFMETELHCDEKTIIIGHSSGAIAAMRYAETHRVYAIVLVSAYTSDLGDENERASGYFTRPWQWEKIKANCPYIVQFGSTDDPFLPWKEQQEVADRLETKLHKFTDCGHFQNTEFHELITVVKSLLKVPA
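Assay system: recombinant human RBBP9; Reagent: Serine-hydrolase probe FP-Rh, 375 nM pre-mixing; Doses: 7.94 µM single dose, 0.794% DMSO; Incubation: 30 min then 45 min, 25 °C; Detection: fluorescence polarization (mP), excitation 525 nm, emission 598 nm; Evaluation: percent inhibition from mP, scaled between DMSO and no-protein wells.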
TNF death inh: inhibitors of TNF-alpha triggered necroptosis, primary screen, cell-based, Jurkat FADD-/-, single concentration. activation (protection from cell death), % at 10 µM. 220,000 tested, 0.068% active. Jurkat FADD-/- TNF necroptosis rescue, ATP luminescence, 24 h; 0 = TNF only, 100 = no-TNF cells;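 active = activation, meaning protection from cell death, of at least 50% relative to plate controls; inactive = activation below 50%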;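 note: necroptosis triggered by 40 ng/mL TNF-alpha added together with compound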
PPC-1+TRAIL kill: compounds killing PPC-1 cancer cells with TRAIL present, primary screen, TRAIL potentiator project, ATPLite luminescence, uHTS | PPC-1 cells + TRAIL, ATPLite viability luminescence | cell killing (% activity), % at 4 µM | 220,000 tested, 0.41% active;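 active = cell killing above 50% in the first pass at 4 µM, then a duplicate retest at 5 µM averaging 50% or more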;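 note: plate controls were cells with TRAIL plus DMSO for no effect and medium-only wells lacking cells for full effect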
Wee1 stabilizer: Wee1 degradation inhibitors, primary screen, cell-based, HeLa, Wee1K328M-luciferase, luminescence. Wee1-like protein kinase (Homo sapiens), P30291. HeLa Luc-Wee1K328M stability; 100% = proteasome inhibitor MG132 effect. reporter increase, % at 5 µM. 220,000 tested, 1.2% active;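 active = activation above the mean of all tested compounds plus 3 SD, set per screening run, cut at about 8.8% in these data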;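 note: cells exposed to compound for 20 h before luminescence read; 0% = DMSO alone and 100% = MG132 at 30 µM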
Target sequence (P30291 whole entry K328M): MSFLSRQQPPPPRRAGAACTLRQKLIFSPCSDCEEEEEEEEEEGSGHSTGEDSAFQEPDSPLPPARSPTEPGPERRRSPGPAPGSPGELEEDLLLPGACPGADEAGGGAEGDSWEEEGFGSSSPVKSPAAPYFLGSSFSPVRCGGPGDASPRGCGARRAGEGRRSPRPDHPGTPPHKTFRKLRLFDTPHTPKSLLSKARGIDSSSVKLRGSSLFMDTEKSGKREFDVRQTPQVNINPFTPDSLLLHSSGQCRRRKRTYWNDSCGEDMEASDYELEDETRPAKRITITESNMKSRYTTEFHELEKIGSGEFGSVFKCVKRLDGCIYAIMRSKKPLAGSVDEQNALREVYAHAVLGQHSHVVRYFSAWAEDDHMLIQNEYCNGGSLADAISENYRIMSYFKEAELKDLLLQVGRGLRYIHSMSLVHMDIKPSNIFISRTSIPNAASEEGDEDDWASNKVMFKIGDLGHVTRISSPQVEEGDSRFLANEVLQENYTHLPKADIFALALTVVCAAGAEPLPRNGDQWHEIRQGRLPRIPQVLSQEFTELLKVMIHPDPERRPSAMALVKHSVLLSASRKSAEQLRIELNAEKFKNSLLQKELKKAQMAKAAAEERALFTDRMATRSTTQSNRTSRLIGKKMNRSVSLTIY
BaF3 parental: parental Ba/F3 cell viability inhibition, counter-screen for JAK2V617F inhibitor project, murine pro-B, CellTiter-Glo luminescence | CellTiter-Glo ATP luminescence | AID 1486, 2009 | inhibition, % at 5.6 µM | 220,000 tested, 1.1% active;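 active = inhibition above a per-campaign cutoff, the mean inhibition of all tested compounds plus 3 SD, cut at about 27% in these data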;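 note: 0% = DMSO wells and 100% = JAK Inhibitor I control wells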
Numbers without * were called inactive; / = not tested or not shown.

SMILES	TRPML3 agonist	TRPN1 ag	Ba/F3 V617F tox	CHOP inhibitor	RBBP9 inhibitor	TNF death inh	PPC-1+TRAIL kill	Wee1 stabilizer	BaF3 parental
CCCCN1C(C)=CC(=C2C(=O)c3ccccc3C2=O)C=C1C	0.2	1.1	2	-16	-1	1.6	31	2	4
Cc1ccc2c(c1)c1c3n2CCCN(Cc2ccccc2)C3CCC1 (centres undefined)	0.7	0.2	-3	54	6	1.4	3	0	3
CCCCN(CC)CCNC(=O)c1cc2c(C)nc3ccccc3c2o1	0.4	1.2	4	36	2	1.2	6	0	4
Cc1ccccc1CSCCC(=O)NCCC1=CCCCC1	-0.7	-0.3	-1	39	-7	1.9	5	0	5
CC(C)c1nnc(NC(=O)CCC(=O)N2CCN(c3ccccn3)CC2)s1	-0.1	1.0	-3	15	-4	-1.0	22	3	0
Cc1cc(=O)n2c(-c3ccccc3C)n[nH]c2n1	0.6	1.1	2	31	-2	-0.9	-1	-1	6
CC(C)CC(NC(=O)C(Cc1ccc(OCc2ccccc2)cc1)NC(=O)OC(C)(C)C)C(N)=O (centres undefined)	-0.9	-1.8	-1	60	-7	-7.6	16	-2	5
CCOc1ccc(/C=C2\SC(=S)NC2=O)cc1OC	1.3	1.1	3	8	-1	0.6	26	1	5
OCCn1c(-c2ccc3c(c2)OCO3)csc1=Nc1ccccc1	-0.5	1.4	-2	34	2	-2.4	18	-1	-1
CCOC(=O)Cn1c(C)nc2ccccc21	0.4	1.4	-6	11	5	0.2	3	0	1
CN(C(=O)CSc1nc(-c2ccccc2)c(-c2ccccc2)o1)C1CCS(=O)(=O)C1 (centres undefined)	-1.5	-1.0	0	-19	-7	-1.0	-7	-2	4
c1cnc(N2CCN(c3cnccn3)CC2)nc1	0.8	0.9	6	-4	-3	-0.5	22	-2	10
O=C1c2ccccc2NC(c2cn[nH]c2-c2ccccc2)N1O (centres undefined)	0.6	-0.9	-1	22	2	3.1	17	-2	1
Cn1c(=O)cc(N)n(Cc2ccccc2)c1=O	1.0	1.5	2	12	-12	-0.3	-4	-2	5
COc1ccc([C@H]2[C@H](C(=O)C(C)(C)C)N3N=Cc4ccccc4C3[C@]23N=C(c2ccccc2)OC3=O)cc1 (some centres undefined)	-1.3	-1.4	0	41	-10	-0.7	18	-1	-1
O=C(O)c1ccc(NC2=Nc3cccc4cccc2c34)cc1	0.7	1.0	9	-18	15*	3.1	17	-2	4
COCCNC(=O)c1ccc(NS(C)(=O)=O)cc1	-0.4	0.8	-2	10	-11	-0.6	26	0	3
O=C(NCc1cn2ccccc2n1)c1ccco1	0.2	0.2	-2	35	-6	-0.1	29	-3	3
CCOC(=O)C1CC(c2ccc(Cl)cc2)=NNC1=O (centres undefined)	0.4	0.6	1	23	-6	0.5	-17	0	5
O=C(O)c1cc(-c2ccc(N3CCOCC3)cc2)nn1-c1ccc(F)cc1	0.6	0.9	1	12	-6	1.0	30	-2	4
CCOC(=O)N1CCC(NC(=O)CCc2c(C)nc3nc(C)nn3c2C)CC1	0.7	1.5	-5	42	-8	1.0	-20	2	-3
O=C1COc2ccc(C(=O)COC(=O)Cn3cnc4ccccc43)cc2N1	0.5	-0.5	0	51	-6	0.0	3	4	7
CCCCNC(=O)CC1NCCNC1=O (centres undefined)	0.8	1.5	-2	6	-6	0.4	12	-1	7
COc1cc(NC(=O)CSc2nnc3c(n2)[nH]c2ccc(S(=O)(=O)NC(C)C)cc23)cc(OC)c1OC	0.5	1.3	0	-2	-9	0.9	9	-1	8
COc1ccc(NC(=O)CCCn2c(=O)oc3ccccc32)cc1Cl	0.1	-0.4	1	-21	-7	2.9	-1	2	6
SMILES	TRPML3 agonist	TRPN1 ag	Ba/F3 V617F tox	CHOP inhibitor	RBBP9 inhibitor	TNF death inh	PPC-1+TRAIL kill	Wee1 stabilizer	BaF3 parental
CCn1cc(CNC(=O)c2cc(Cl)ccc2OC)c(C)n1	0.2	0.1	-4	37	1	1.8	3	-2	1
Cc1nnc(SCC(=O)NCc2ccc(Cl)cc2)[nH]c1=O	1.2	0.7	2	57	-5	0.1	5	-4	5
Clc1ccc(Cn2nnc(-c3ccc(CN4CCOCC4)cc3)n2)cc1	-0.4	-0.5	3	57	-9	-0.4	10	0	6
Cc1ccc(/C=N/N(Cc2ccccc2)c2ccccc2)o1	0.8	-0.8	3	20	-2	-1.6	23	-2	2
C=CCNC(=O)/C(=C\C=C\c1ccccc1)NC(=O)c1ccccc1Cl	-0.2	2.4	1	2	-12	-2.5	6	7	8
Cc1cc(C(=O)OCC(=O)Nc2nc(-c3ccccc3)cs2)c(C)o1	-0.5	0.3	-5	94*	4	7.2	21	3	1
Nc1cccc(-c2cc(-c3ccccc3)nc(-c3cccc(N)c3)n2)c1	0.6	0.0	0	43	-7	1.0	7	0	3
CCOc1ccccc1C(=O)Nc1cccc(-c2nnc(-c3ccccc3)o2)c1	-0.3	0.2	-1	20	-11	-0.6	7	0	1
COc1cc(NC(=O)CN2C(=O)c3ccccc3Sc3ccc(C(=O)N4CCOCC4)cc32)cc(OC)c1OC	-0.2	1.4	4	2	-8	1.1	-8	-1	9
COC(=O)c1ccc(NC(=O)CSc2nnc(CNc3ccc(F)cc3)n2C)cc1	-0.5	1.4	-2	16	-3	-0.2	17	2	2
Cc1ccccc1OCC(=O)Nc1ccccc1N1CCCCC1	0.3	-1.7	1	89*	1	-5.8	2	-1	-1
Clc1ccc(CN2CCC(c3nc4ccc(Cl)cc4[nH]3)CC2)cc1	1.6	0.5	-3	42	-3	-7.2	10	0	5
C=CCn1c(O)c(C=Nc2ccccc2)sc1=S	0.2	-0.5	-3	45	-1	2.2	-4	-3	7
CCC(=O)N1c2ccc(S(=O)(=O)CCC(=O)NCc3ccc4c(c3)OCO4)cc2CC1C (centres undefined)	0.1	0.3	-1	-4	-3	0.5	3	1	2
Nc1c(N2CCCCC2)c2ccccc2oc1=O	0.5	-0.2	-1	49	4	-3.0	18	0	3
CCC(C)C(NC(=O)C1CCC(C)CC1)C(=O)NC(C(=O)OC)C(C)C (centres undefined)	1.1	1.0	1	32	-2	-1.1	-3	0	2
c1coc(CNc2c3c(nc4ccccc24)CCC3)c1	1.9	0.4	-2	10	-4	-4.4	0	-1	6
c1ccc2oc(-c3csc(N4CCOCC4)n3)cc2c1	0.6	-0.1	-4	15	0	-0.7	-2	-2	-2
CN1C(=O)c2cccc(NC(=O)C3CCCCC3)c2C1=O	-0.3	0.4	-4	-28	-3	0.6	0	0	2
O=C(NCC1CCCO1)c1nc2c(nnn2Cc2ccc(F)cc2)c(=O)[nH]1 (centres undefined)	0.7	0.6	-1	-11	-4	-1.0	1	-3	5
CC(Nc1nc(N2CCN(S(C)(=O)=O)CC2)nc2ccccc12)c1ccccc1 (centres undefined)	1.1	1.0	0	-4	-1	5.0	12	1	4
CC(/C=C1\N=C(SCc2ccccc2Cl)SC1=O)=C\c1ccccc1	0.5	1.3	-1	76*	-6	-5.1	18	3	1
N#CCc1ccc(NC(=O)/C=C/c2ccc([N+](=O)[O-])o2)cc1	0.0	1.3	94*	-36	1	-13	20	9.3*	83*
CC1CCCC(C)N1/N=C/c1ccccc1C(=O)O (centres undefined)	1.4	1.4	5	30	1	-1.0	4	-4	10
COc1cccc(NC(=S)NCc2cccs2)c1	-0.8	1.5	-3	-19	-5	-2.6	-10	0	1
SMILES	TRPML3 agonist	TRPN1 ag	Ba/F3 V617F tox	CHOP inhibitor	RBBP9 inhibitor	TNF death inh	PPC-1+TRAIL kill	Wee1 stabilizer	BaF3 parental
Cc1cc(NC(=O)C2CCCN2C(=O)Nc2cccc(Cl)c2)ccc1-n1cnnn1 (centres undefined)	-0.3	-0.9	-3	1	-3	2.7	/	-2	-2
Cc1cc(C)c(C(=O)Nc2cccc(F)c2)c(Cl)n1	-0.2	-0.1	-3	16	-10	0.7	/	4	-2
Cc1cc(=O)oc2cc(OC(=O)c3ccccc3)ccc12	-0.1	-1.1	-5	20	-1	-0.5	16	-1	1
COc1ccc(N(CC(=O)NCCc2ccc(Cl)cc2)S(=O)(=O)c2c(C)[nH]c(=O)[nH]c2=O)cc1	0.8	-0.7	-2	-13	-2	0.1	11	6	-3
Cc1ccc2cc(CN(Cc3nnnn3C3CCCCC3)CC3CCCO3)c(=O)[nH]c2c1 (centres undefined)	-0.1	-0.6	0	11	-3	-2.2	16	-1	7
Cc1nc2cc(C(=O)NCc3ccc4c(c3)OCO4)ccc2n1-c1ccc(Br)cc1	-0.1	0.1	-1	23	-7	1.9	2	-1	6
COc1ccc(CCn2c(C3CCCCC3)nc3c(c(=O)c4ccccc4n3C)c2=O)cc1OC	1.2	-2.5	-2	26	-6	-5.9	-1	0	3
COc1ccc(/C=C(\NC(=O)c2cccs2)C(=O)Nc2ccc(C)cc2)cc1OC	0.1	2.4	2	9	-3	1.8	45	-2	4
O=C1C2C3C=CC(C3)C2C(=O)N1/N=C/c1cc(Br)cc([N+](=O)[O-])c1O (centres undefined)	1.8	1.1	-2	10	-8	-1.5	20	-1	-1
Cc1cc(C)cc(NC(=O)COC(=O)CCCC2=NS(=O)(=O)c3ccccc3N2)c1	-0.3	-2.1	1	20	-12	0.3	-11	4	4
CCCCC(=O)NCCc1cc2c(OC)ccc(OC)c2[nH]c1=O	-0.1	-0.5	4	19	7	-0.4	1	0	7
O=C(C1CCC1)N1CCc2cc(S(=O)(=O)NC3CCCc4ccccc43)ccc21 (centres undefined)	0.7	2.6	5	52	5	-2.6	33	0	7

Reprinted at random: four entries already listed
SMILES	TRPML3 agonist	TRPN1 ag	Ba/F3 V617F tox	CHOP inhibitor	RBBP9 inhibitor	TNF death inh	PPC-1+TRAIL kill	Wee1 stabilizer	BaF3 parental
Cc1nc2cc(C(=O)NCc3ccc4c(c3)OCO4)ccc2n1-c1ccc(Br)cc1	-0.1	0.1	-1	23	-7	1.9	2	-1	6
O=C(C1CCC1)N1CCc2cc(S(=O)(=O)NC3CCCc4ccccc43)ccc21 (centres undefined)	0.7	2.6	5	52	5	-2.6	33	0	7
Cc1cc(=O)oc2cc(OC(=O)c3ccccc3)ccc12	-0.1	-1.1	-5	20	-1	-0.5	16	-1	1
Cc1cc(C)cc(NC(=O)COC(=O)CCCC2=NS(=O)(=O)c3ccccc3N2)c1	-0.3	-2.1	1	20	-12	0.3	-11	4	4

High-throughput results from PubChem.
